# NCOA1 inh: SRC1 coactivator transcriptional activity inhibitors, primary screen, cell-based, luminescence; inhibition, % at 3.6 µM; 0.12% of 360,000 active; AID 588354, 2011; Nuclear receptor coactivator 1 (Homo sapiens), Q15788; HEK293 GAL4-SRC1 luciferase reporter;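 active = inhibition above the campaign mean plus 3 SD, with each screening campaign given its own cutoff, cut at about 60% in these data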;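 note: 0% = DMSO treated cells and 100% = gossypol at 36 µM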
# Target sequence (Q15788 whole entry, looked up, the tested form may be a part): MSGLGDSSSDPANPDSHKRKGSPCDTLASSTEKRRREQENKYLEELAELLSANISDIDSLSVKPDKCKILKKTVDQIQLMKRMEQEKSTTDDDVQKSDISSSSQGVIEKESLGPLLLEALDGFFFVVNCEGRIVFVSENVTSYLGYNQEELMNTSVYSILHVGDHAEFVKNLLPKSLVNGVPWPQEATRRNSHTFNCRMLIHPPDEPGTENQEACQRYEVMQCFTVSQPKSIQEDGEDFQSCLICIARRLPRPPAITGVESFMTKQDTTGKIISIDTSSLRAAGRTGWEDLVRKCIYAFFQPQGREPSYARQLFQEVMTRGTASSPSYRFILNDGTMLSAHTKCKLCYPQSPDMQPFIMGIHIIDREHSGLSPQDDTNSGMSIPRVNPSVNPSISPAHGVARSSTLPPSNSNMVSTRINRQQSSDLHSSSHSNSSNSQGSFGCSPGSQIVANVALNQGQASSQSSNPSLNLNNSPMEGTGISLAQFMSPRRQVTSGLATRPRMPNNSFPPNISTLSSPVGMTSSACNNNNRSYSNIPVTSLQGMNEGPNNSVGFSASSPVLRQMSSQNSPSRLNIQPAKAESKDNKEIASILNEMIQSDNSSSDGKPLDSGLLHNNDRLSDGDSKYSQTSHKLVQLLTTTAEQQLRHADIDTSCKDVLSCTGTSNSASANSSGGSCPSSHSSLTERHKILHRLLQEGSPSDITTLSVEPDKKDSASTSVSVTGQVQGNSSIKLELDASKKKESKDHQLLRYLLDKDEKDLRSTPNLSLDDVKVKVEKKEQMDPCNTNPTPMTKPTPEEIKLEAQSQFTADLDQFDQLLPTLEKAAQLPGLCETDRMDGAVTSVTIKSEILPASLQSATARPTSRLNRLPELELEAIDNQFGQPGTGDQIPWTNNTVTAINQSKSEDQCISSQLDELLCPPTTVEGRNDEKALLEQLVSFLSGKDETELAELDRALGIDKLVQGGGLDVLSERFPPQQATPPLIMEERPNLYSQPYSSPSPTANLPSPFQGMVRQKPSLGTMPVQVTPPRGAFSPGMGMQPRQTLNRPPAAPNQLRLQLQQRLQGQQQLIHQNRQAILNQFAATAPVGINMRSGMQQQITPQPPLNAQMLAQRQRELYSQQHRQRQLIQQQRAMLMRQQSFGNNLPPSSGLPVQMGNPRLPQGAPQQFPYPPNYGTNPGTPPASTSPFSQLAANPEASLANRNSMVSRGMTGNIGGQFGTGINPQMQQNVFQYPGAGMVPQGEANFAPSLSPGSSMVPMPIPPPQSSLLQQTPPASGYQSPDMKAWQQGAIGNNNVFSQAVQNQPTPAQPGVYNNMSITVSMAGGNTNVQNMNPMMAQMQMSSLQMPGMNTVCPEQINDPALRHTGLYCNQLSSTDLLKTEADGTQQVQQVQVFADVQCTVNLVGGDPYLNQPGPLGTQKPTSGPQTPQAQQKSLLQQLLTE
# NR2F2 inh: NR2F2 transcriptional activity inhibitors, primary screen, cell-based, luciferase reporter, HEK293T, luminescence; HEK293T NGFI-A luciferase reporter; inhibition, % at 8.6 µM; 0.7% of 370,000 active; AID 686940, 2013;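 active = inhibition above a per-plate cutoff, mean inhibition of test wells between control levels plus 3 SD, cut at about 38% in these data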;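 note: cells cotransfected with COUP-TFII expression vector driving the NGFI-A reporter; 0% = median of COUP-TF2 test wells and 100% = reporter-only cells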
# TRAIL sens C8: viability loss with TRAIL in NB7+C8 cells, primary screen, TRAIL sensitizer project, cell-based, ATPlite luminescence. 1% of 360,000 active. inhibition (viability loss, TRAIL sensitization), % at 10 µM;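 active = compounds causing at least 50% loss of cell viability in the single-dose screen, relative to plate controls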
# EBV LMP1 NFkB: EBV LMP1-driven NF-kappaB luciferase reporter inhibitors, primary screen, cell-based, luminescence, single point; LMP1-induced NF-kappaB luciferase reporter cells; inhibition, % at 12.5 µM; 0.69% of 350,000 active; AID 504558, 2011; in the data active = inhibition above about 41%;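 note: 0% = neutral control wells and 100% = reference inhibitor control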
# TWEAK-Fn14 inh: inhibitors of TWEAK-Fn14 signaling, primary screen, luciferase reporter cells, uHTS | inhibition, % at 10 µM | TWEAK-stimulated Fn14 reporter cells, luciferase luminescence, 8 h | 2% of 360,000 active; in the data active = inhibition above about 50%
# NOD2-RIPK2 inh: NOD2-RIPK2 binding disruptors in cells, primary screen, fluorescence, CHO cells, BLA complementation; Receptor-interacting serine/threonine-protein kinase 2 (Homo sapiens), O43353; CCF4 ratio; inhibition, % at 4.98 µM; 0.38% of 360,000 active; AID 624267, 2012; in the data active = inhibition above about 21%;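 note: 0% = vehicle only and 100% = reference blocker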
# NCOA2 inhibitor: inhibition of GAL4-SRC2 driven luciferase reporter, primary screen, SRC2 inhibitor project, cell-based, luminescence; 0.17% of 370,000 active; HEK293 GAL4-SRC2 luciferase reporter; Nuclear receptor coactivator 2 (Homo sapiens), Q15596; AID 651957, 2012; inhibition, % at 9 µM;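 active = inhibition above the mean inhibition of all tested compounds plus 3 SD, set per campaign, cut at about 52% in these data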;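 note: 0% = DMSO treated cells and 100% = cells given Gossypol at 36 µM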
# NCOA3 inh: SRC3 coactivator transcriptional activity inhibitors, primary screen, cell-based, luminescence | Nuclear receptor coactivator 3 (Homo sapiens), Q9Y6Q9 | HEK293 GAL4-SRC3 luciferase reporter | inhibition, % at 3.6 µM | 0.17% of 360,000 active | AID 588352, 2011;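 active = inhibition above a per-campaign cutoff, the mean of all compounds plus 3 SD, cut at about 60% in these data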;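 note: 0% = DMSO-treated cells and 100% = gossypol-treated cells at 36 µM; higher means less SRC3-driven luciferase light from the GAL4 reporter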
# TROY signal inh: inhibitors of TROY-driven NF-kB signaling, primary screen, Q293 LMP1-TROYcd cells, NF-kB luciferase, uHTS. 0.98% of 360,000 active. Q293 LMP1-TROYcd NF-kB luciferase reporter, 4 h. AID 1347056, 2019. inhibition, % at 10 µM;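 active = compounds whose plate-normalised and pattern-corrected inhibition of the luciferase reporter signal at the single screening dose is 50% or more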
# TLR9-MyD88 inh: inhibitors of TLR9-MyD88 association in cells, primary screen, cell-based, CHO, BLA complementation, fluorescence. Toll-like receptor 9 (Homo sapiens) + Myeloid differentiation primary response protein …. CCF4 FRET ratio. inhibition, % at 4.98 µM. 0.21% of 340,000 active. AID 504734, 2011;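 active = inhibition above the mean over all tested compounds plus 3 SD, cut at about 21% in these data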;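 note: 0% = DMSO only wells and 100% = clavulanate BLA inhibitor control wells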
# NR5A2 inv ag: LRH-1 (NR5A2) inverse agonists, primary screen, cell-based, luminescence, HEK293T, StAR-luciferase reporter; Nuclear receptor subfamily 5 group A member 2 (Homo sapiens), O00482; LRH-1 transfected, 24 h; inhibition, % at 3.6 µM; 0.13% of 360,000 active; AID 602396, 2012;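 active = inhibition above the mean inhibition of all tested compounds plus 3 SD, cut at about 73% in these data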;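 note: 0% = DMSO wells and 100% = reporter-only cells lacking LRH-1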
# Active calls of the source: *; / = not tested or not shown.
SMILES,NCOA1 inh,NR2F2 inh,TRAIL sens C8,EBV LMP1 NFkB,TWEAK-Fn14 inh,NOD2-RIPK2 inh,NCOA2 inhibitor,NCOA3 inh,TROY signal inh,TLR9-MyD88 inh,NR5A2 inv ag
CCCCn1nnnc1C(c1cc2ccccc2o1)N1CCN(C(=O)OCC)CC1 (centres undefined),/,1,4,/,8,15,-33,/,2,/,16
CCN(CC)C(=O)COc1ccc(/C(C)=N/NC(=O)c2ccccc2Br)cc1,-3,-3,2,-11,-7,-8,-12,10,-5,6,-8
CCNc1ccc(S(=O)(=O)N(C)C)cc1NCC(=O)Nc1ccccc1Br,-9,0,6,-7,1,-4,6,12,9,5,-8
Cn1c(SCC(=O)Nc2ccccc2F)nnc1-c1cc2ccccc2o1,-6,-10,-11,-5,-10,3,10,7,-6,-6,5
CC(C)CN1CCN(Cc2ccc(Oc3ncccn3)cc2)CC1CCO (centres undefined),10,8,-25,-22,7,-2,-3,-3,3,-6,-7
COc1ccccc1Cc1c(-c2ccco2)nc2c(C)cc(Br)cn12,2,/,13,/,69*,25*,/,-18,10,/,17
O=C(NCc1ccc(C(F)(F)F)cc1)C12CN(Cc3ccccc3)CC1C(c1cccc([N+](=O)[O-])c1)=NO2 (centres undefined),6,10,17,-5,8,-4,4,11,-16,-2,41
Cc1ccnc(-n2sc3ccccc3c2=O)n1,-17,-5,-9,-1,6,-2,-3,-2,1,-7,-2
COc1ccc(C2(CNC(=O)/C=C\c3ccco3)CCCC2)cc1OC,-6,9,-4,-8,-5,10,-17,0,-13,-4,-6
O=C(Cc1cccs1)N1CCN(S(=O)(=O)c2ccccc2)CC1,-5,16,-2,0,2,-9,-52,8,10,-12,12
CCOC(=O)c1ccc(Nc2nnc(C(C)(C)C)c(=O)[nH]2)cc1,-6,-11,24,-3,3,-25,-4,6,-2,-4,-20
Cn1nnnc1NCc1c(F)cccc1Cl,3,-4,10,-28,1,3,-4,7,-7,-2,-21
CN(C(=O)COC(=O)c1ccc(Cl)c(S(=O)(=O)NCc2ccccc2)c1)C1CCS(=O)(=O)C1 (centres undefined),-1,-12,-9,-6,-13,-4,-39,-5,-9,1,-17
O=C(CN1CCOCC1)Nc1ncc(Cc2cccc(Cl)c2Cl)s1,-13,-6,-6,7,23,3,-10,8,24,-1,1
Cc1nc(-c2ccccn2)nc(SCC(=O)N2CCOCC2)c1Cl,5,-7,3,-13,3,-9,-25,10,-11,/,7

# Reformatted with values under each structure: entries from further up
# The line under a structure holds: NCOA1 inh	NR2F2 inh	TRAIL sens C8	EBV LMP1 NFkB	TWEAK-Fn14 inh	NOD2-RIPK2 inh	NCOA2 inhibitor	NCOA3 inh	TROY signal inh	TLR9-MyD88 inh	NR5A2 inv ag
COc1ccc(C2(CNC(=O)/C=C\c3ccco3)CCCC2)cc1OC
 : -6	9	-4	-8	-5	10	-17	0	-13	-4	-6
O=C(Cc1cccs1)N1CCN(S(=O)(=O)c2ccccc2)CC1
 : -5	16	-2	0	2	-9	-52	8	10	-12	12
CCOC(=O)c1ccc(Nc2nnc(C(C)(C)C)c(=O)[nH]2)cc1
 : -6	-11	24	-3	3	-25	-4	6	-2	-4	-20
Cn1nnnc1NCc1c(F)cccc1Cl
 : 3	-4	10	-28	1	3	-4	7	-7	-2	-21
CN(C(=O)COC(=O)c1ccc(Cl)c(S(=O)(=O)NCc2ccccc2)c1)C1CCS(=O)(=O)C1 (centres undefined)
 : -1	-12	-9	-6	-13	-4	-39	-5	-9	1	-17

# Compound profiles, as listed above:
# O=C(NCc1ccc(C(F)(F)F)cc1)C12CN(Cc3ccccc3)CC1C(c1cccc([N+](=O)[O-])c1)=NO2 (centres undefined) in the list: NCOA1 inh = 6; NR2F2 inh = 10; TRAIL sens C8 = 17; EBV LMP1 NFkB = -5; TWEAK-Fn14 inh = 8; NOD2-RIPK2 inh = -4; NCOA2 inhibitor = 4; NCOA3 inh = 11; TROY signal inh = -16; TLR9-MyD88 inh = -2; NR5A2 inv ag = 41
# COc1ccccc1Cc1c(-c2ccco2)nc2c(C)cc(Br)cn12 in the list: NCOA1 inh = 2; NR2F2 inh = /; TRAIL sens C8 = 13; EBV LMP1 NFkB = /; TWEAK-Fn14 inh = 69*; NOD2-RIPK2 inh = 25*; NCOA2 inhibitor = /; NCOA3 inh = -18; TROY signal inh = 10; TLR9-MyD88 inh = /; NR5A2 inv ag = 17
# CN(C(=O)COC(=O)c1ccc(Cl)c(S(=O)(=O)NCc2ccccc2)c1)C1CCS(=O)(=O)C1 (centres undefined) in the list: NCOA1 inh = -1; NR2F2 inh = -12; TRAIL sens C8 = -9; EBV LMP1 NFkB = -6; TWEAK-Fn14 inh = -13; NOD2-RIPK2 inh = -4; NCOA2 inhibitor = -39; NCOA3 inh = -5; TROY signal inh = -9; TLR9-MyD88 inh = 1; NR5A2 inv ag = -17

# (more compounds)
SMILES,NCOA1 inh,NR2F2 inh,TRAIL sens C8,EBV LMP1 NFkB,TWEAK-Fn14 inh,NOD2-RIPK2 inh,NCOA2 inhibitor,NCOA3 inh,TROY signal inh,TLR9-MyD88 inh,NR5A2 inv ag
CN(c1ccc(C(=O)NCC2CCCO2)cc1)S(=O)(=O)c1ccccc1 (centres undefined),10,-3,-8,8,12,3,21,6,24,-5,5
Cc1cc(NC(=O)Cn2c(=O)n(Cc3ccccc3)c(=O)c3ccccc32)no1,9,8,1,6,7,-1,-8,14,1,-2,6
Cc1ccc(-n2c(Cn3ncc4ccccc4c3=O)n[nH]c2=S)cc1,9,-12,16,-5,4,-4,-13,-4,7,-1,11
O=C(NCCc1ccccc1)c1ccc(CS(=O)Cc2cccc(Cl)c2)o1 (centres undefined),-5,-7,2,6,12,0,-16,2,8,5,10
CCOCCCNC(=O)C(=O)NCCCOCC,13,0,-11,-3,-9,4,-2,6,-14,1,16
CCOC(=O)CNC(=O)c1sc(NC(=O)c2cccc(F)c2)nc1C,-17,-6,-3,-6,0,2,-45,2,-54,13,-23
CC(=O)N/C(N)=N/c1nc2cc(C)ccc2o1,-111,-45,8,-11,9,-5,-72,-79,-56,-15,-163
CCOCCCNCc1ccc(OCc2ccccc2Cl)cc1,-16,6,1,3,-14,0,2,22,10,5,10
Cc1cc2occ(CC(=O)NNC(=O)c3ccccc3)c2cc1C,-27,-12,7,-1,-6,-7,0,-30,-12,-9,-8
Cc1sc(N2C(=O)C3C4C=CC(C4)C3C2=O)c(C#N)c1C (centres undefined),9,8,-18,-27,-3,-10,-12,4,2,6,-5
Cc1ccc(-n2cc(CNC(C)c3cnn(C)c3)c(-c3ccc(F)cc3)n2)cc1 (centres undefined),-20,-3,-4,-3,-9,-1,-26,10,-8,-5,-32
Cc1cc(NC(=O)c2ccccc2[N+](=O)[O-])ccc1Br,-36,-36,16,-25,-26,0,-19,-8,-51,-15,-69
NC(=NCc1ccccc1)C(N=Nc1ccccc1)C(=O)NCc1ccccc1 (centres undefined),8,-3,-12,9,6,17,-30,-2,-9,1,10
O=[N+]([O-])c1ccc(OCC(O)CN(CCO)CCO)cc1 (centres undefined),10,-1,3,-36,-9,-6,-17,11,4,-3,-11
COc1ccc(NS(=O)(=O)c2cccc(C(=O)NCC(c3ccco3)N3CCCCC3)c2)cc1 (centres undefined),4,8,-7,3,11,-2,-9,13,13,-11,-13
CCOc1ccc(C(=O)NC2CCN(S(C)(=O)=O)CC2)cc1,-23,7,-5,0,-1,-11,-32,-6,-8,-2,-12
COc1cc(C(=O)Nc2sc3c(c2C(=O)NCc2ccco2)CCCC3)cc(OC)c1OC,-2,9,-1,9,31,10,-8,5,0,-4,10
Cn1c(=O)c2c(ncn2CC(=O)OCC(=O)Nc2ccc(F)cc2Cl)n(C)c1=O,7,20,0,-6,-8,-8,6,-13,3,6,-16
CCNc1oc(COc2cccc(C)c2)nc1C#N,-34,-29,0,-21,-45,-8,-25,-13,-49,-9,-65
O=C1c2ccccc2C(=O)N1c1nccs1,9,4,13,-9,11,-7,-17,-13,12,1,11
Cc1csc(Sc2ccc(C(=O)OCC(=O)Nc3ccc(F)cc3[N+](=O)[O-])cc2[N+](=O)[O-])n1,-10,-17,-13,-1,12,-15,-6,-6,5,-5,-4
COc1ccc(S(=O)(=O)N2CCN(S(=O)(=O)c3ccc4c(c3)OCCO4)CC2)cc1C,-4,3,5,-5,-14,-13,-21,5,8,-7,-13
COc1ccccc1/C=N/Nc1cc(C)nc2ccc(C)cc12,-32,16,2,-3,-5,-4,-8,-27,-10,2,-9
COc1ccc(NC(=O)Nc2cccc(C(F)(F)F)c2)cn1,15,-2,2,0,21,-8,0,20,24,-3,-3
Fc1ccc(C2CC(c3ccco3)=NN2c2ccccc2)cc1 (centres undefined),-7,-11,19,6,-15,1,-14,-18,-39,-2,-12
COc1ccc(S(=O)(=O)N(C)c2ccc(C(=O)NC3CCCC3)cc2)cc1,-20,-4,-5,-1,6,-4,22,11,-6,10,13
O=[N+]([O-])c1cccc(/C=N/Nc2nc(NCc3ccccc3)nc(N3CCOCC3)n2)c1O,11,5,38,4,3,-7,-1,13,-10,-10,15
Nc1cc(=O)[nH]c(SCC(=O)Nc2cc([N+](=O)[O-])ccc2Cl)n1,-4,-4,-2,-8,-6,3,-21,11,-21,-3,0
CC1CCC(NC(=O)CN2C(=O)NC3(CCCCC3C)C2=O)CC1 (centres undefined),9,-7,-3,-1,26,2,15,-2,-15,1,0
CCO[C@H]1OC(C(N)=O)=C[C@@H](C(C)(C)C)[C@@H]1CCCO,9,-2,11,1,54*,-43,19,10,-19,-5,23
N#Cc1cccc(Oc2ccc(S(=O)(=O)N3CCCC3)cn2)c1,-27,13,0,-14,-12,-15,-15,-2,-8,-6,-14

# Reformatted with tabs: entries from further up
smiles	NCOA1 inh	NR2F2 inh	TRAIL sens C8	EBV LMP1 NFkB	TWEAK-Fn14 inh	NOD2-RIPK2 inh	NCOA2 inhibitor	NCOA3 inh	TROY signal inh	TLR9-MyD88 inh	NR5A2 inv ag
CCNc1oc(COc2cccc(C)c2)nc1C#N	-34	-29	0	-21	-45	-8	-25	-13	-49	-9	-65
COc1ccc(S(=O)(=O)N(C)c2ccc(C(=O)NC3CCCC3)cc2)cc1	-20	-4	-5	-1	6	-4	22	11	-6	10	13

# Screens: PubChem BioAssay, several laboratories

# Not all compounds are listed. The share of hits here may be higher or lower than overall.
